# Assay outcomes as filed in PubChem.
# eIF4E 4G PPI: blocks eIF4E binding to eIF4G. P63073+Q04637. TR-FRET eIF4E-eIF4GI(517-606) binding, 2 h. inhibition, % at 21.7 µM. actives 0.37% (n = 220,000);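 active means inhibition above about 30%, limit read from the data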;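 further: 0% = full FRET control wells and 100% = background wells lacking eIF4GI fragment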
# MDM2 E3 inh: blocks human Mdm2 ubiquitin ligase activity. cell-based MDM2 ubiquitination luciferase reporter, 2 h; 0 = plate control, 100 = twice control, blank-subtracted. signal enhancement, % at 5 µM. actives 0.11% (n = 210,000). AID 1230;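 active means signal enhancement of 30% or more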;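 further: luminescence tracks abundance of the self-degrading MDM2-luciferase fusion protein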
# Target sequence (Q00987 whole entry, looked up, the tested form may be a part): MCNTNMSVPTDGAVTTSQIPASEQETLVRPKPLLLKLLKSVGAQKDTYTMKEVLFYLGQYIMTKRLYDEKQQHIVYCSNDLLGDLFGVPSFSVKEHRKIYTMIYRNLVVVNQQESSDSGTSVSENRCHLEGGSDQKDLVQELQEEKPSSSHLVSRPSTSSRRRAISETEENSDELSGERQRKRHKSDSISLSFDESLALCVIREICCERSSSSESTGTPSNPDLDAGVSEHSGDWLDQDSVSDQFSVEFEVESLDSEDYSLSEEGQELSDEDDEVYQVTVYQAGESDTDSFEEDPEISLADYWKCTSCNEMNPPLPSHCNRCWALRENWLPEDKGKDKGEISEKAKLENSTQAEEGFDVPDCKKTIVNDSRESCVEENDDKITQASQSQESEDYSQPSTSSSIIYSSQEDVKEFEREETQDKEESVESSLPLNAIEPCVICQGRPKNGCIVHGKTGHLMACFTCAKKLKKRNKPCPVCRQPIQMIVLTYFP
#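 Test system: stable mammalian line carrying autodegrading MDM2–luciferase fusion reporter; quantity: 2000 cells in each well; times: 4 h cell settling then 2 h compound exposure, 37 °C; detection: luminescence with SteadyLite reagent, 15 min at room temperature; evaluation: percent signal gain over controls, blank-subtracted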
# PERK inhibitor: blocks human PERK kinase; Q9NZJ5; CHO PERK-DD fusion, SEAP luminescence translation reporter; inhibition, % at 5.6 µM; actives 0.17% (n = 220,000); AID 1416;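 active means inhibition above the mean inhibition of all tested compounds plus 3 SD, set separately per screening campaign, cut at about 2.9% in these data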;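 further: PERK kinase domain activated by AP20187 dimerizer at 100 nM; 0% = DMSO with dimerizer and 100% = rapamycin at 8.4 µM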
# Rad51 HR inh: Rad51 (human) homologous recombination inhibition | inhibition, % at 10 µM | hRad51 DNA strand exchange, fluorescence dequenching | actives 0.085% (n = 200,000) | Q06609;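 active means inhibition above 40% at the single screening dose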;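 further: 0% = DMSO control wells and 100% = blanks with heterologous ssDNA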
# Target sequence (Q06609 whole entry, looked up): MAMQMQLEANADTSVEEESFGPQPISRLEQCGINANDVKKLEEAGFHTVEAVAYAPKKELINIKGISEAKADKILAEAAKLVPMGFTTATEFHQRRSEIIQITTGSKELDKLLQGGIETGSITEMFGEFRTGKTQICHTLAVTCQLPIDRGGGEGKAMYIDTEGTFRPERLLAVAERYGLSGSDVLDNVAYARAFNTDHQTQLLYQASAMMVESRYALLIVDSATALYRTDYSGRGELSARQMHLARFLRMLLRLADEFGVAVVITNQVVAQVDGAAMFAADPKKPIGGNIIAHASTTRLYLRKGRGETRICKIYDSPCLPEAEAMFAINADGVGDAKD
#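 material = hRad51 filaments on single-stranded DNA | timing = filaments 15 min 37 °C, then compound 30 min | signal = FRET fluorescence dequenching, excitation 485 nm, emission 520 nm | benchmarks = control wells and blank wells on each plate | evaluation = percent inhibition relative to plate controls and blanks | compound = 10 µM final, single point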
# TNF necrop inh: TNF-alpha cell death inhibition in Jurkat FADD-/- cells; Jurkat FADD-/- TNF necroptosis rescue, ATP luminescence, 24 h; 0 = TNF only, 100 = no-TNF cells; activation (protection from cell death), % at 10 µM; actives 0.068% (n = 220,000); AID 463075;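 active means activation, meaning protection from cell death, of at least 50% relative to plate controls; inactive means activation below 50%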;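 further: necroptosis triggered by 40 ng/mL TNF-alpha added together with compound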
# EBV gp42 inh: EBV gp42 inhibition; Fluorescence polarization binding assay, mP read-out; inhibition, % (tested at 21.74 µM); AID 1085; actives 0.42% (n = 220,000); Q1HVG2; in the data active means inhibition above about 50%
# Target sequence (Q1HVG2 whole entry, looked up): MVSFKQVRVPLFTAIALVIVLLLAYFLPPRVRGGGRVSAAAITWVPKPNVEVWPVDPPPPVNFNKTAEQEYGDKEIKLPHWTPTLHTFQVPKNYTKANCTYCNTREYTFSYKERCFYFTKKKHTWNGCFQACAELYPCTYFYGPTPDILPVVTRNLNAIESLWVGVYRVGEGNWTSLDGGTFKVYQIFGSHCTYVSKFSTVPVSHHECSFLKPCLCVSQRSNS
# Calpain2 inh: calpain II (pig) inhibition | purified calpain II, fluorogenic peptide substrate, 30 min | inhibition, % at 16 µM | actives 0.37% (n = 220,000);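 active means inhibition above about 50%, limit read from the data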
# Cl transport mod: modulates chloride dependent transport by human KCC2. Q9H2X9. KCC2 cells, thallium flux FluoZin-2 fluorescence. B-score of Tl+ flux slope (higher = more flux/activation; lower = inhibition) at 10 µM. actives 2.2% (n = 190,000). AID 1456;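 active means thallium flux slope and its plate-corrected score both differing from the plate sample mean at a set confidence after two filtering rounds, in either direction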;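 further: slope of fluorescence scaled to starting intensity during 10 to 20 s after thallium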
# L929 necroptosis: L929 zVAD cell death inhibition; actives 0.38% (n = 220,000); L929 zVAD necroptosis rescue, ATP luminescence, 24 h; with zVAD 60 µM; AID 1377; viability rescue, % at 10 µM;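 active means activation, scaled between plate controls, above about 75%, limit read from the data; inactive means activation under that limit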;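 further: 0% = zVAD with DMSO and 100% = DMSO alone without zVAD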
# Active calls of the source: *; . = not tested or not shown; [ ] = dose if it differs, or a comment.
# Start of the listing, in advance:
SMILES,eIF4E 4G PPI,MDM2 E3 inh,PERK inhibitor,Rad51 HR inh,TNF necrop inh,EBV gp42 inh,Calpain2 inh,Cl transport mod,L929 necroptosis
O=C(CCN1C(=O)C2(OCCO2)c2ccccc21)c1ccccc1,4,4,-0.7,7,0.6,-29,4,.,1.9
C=CCOc1ccc(CNc2nccs2)cc1OCC,-3[fluorescence artefact?],-3,0.2,4,-1.4,4,1,-0.34,0.3
O=C1/C(=C/c2ccccn2)SC(=S)N1Cc1ccccc1,6,0,1.7,14,6.2,-16,5,-0.04,1.0
FC(F)(F)c1ccc2c(c1)NCC1CCCN21 (centres undefined),7,-10,1.5,.,0.5,-13,-29,0.66,0.8
CCCCNC(=O)Nc1nnc(-c2ccc(OCC)cc2)o1,-7,-16,0.0,-1,-0.4,0,-12,0.67,0.8
CCOCCCNC(=O)C(c1ccc(OC)cc1)N(Cc1cccs1)C(=O)c1ccccn1 (centres undefined),-1,-37,0.1,-4,-1.0,-11,11,.,-0.7
C=CCn1c(SCC(=O)NC(=O)c2cccc([N+](=O)[O-])c2)nnc1-c1ccccc1,0,-22,2.1,10,1.6,-10,-12,.,0.2
Clc1ccccc1CN(Cc1ccco1)Cc1nnnn1C1CCCC1,3[fluorescence artefact?],.,0.4,-7,-0.6,7,42,-0.024,0.5
CCc1cc2c3c(c(=O)oc2cc1O)CCCC3,2,-11,0.8,10,-0.3,1,-361,0.42,-0.5
COc1ccc(N(CC(=O)Nc2ccccc2C(N)=O)S(=O)(=O)c2ccc(C)c([N+](=O)[O-])c2)cc1,-1,-19,-0.4,-1,0.6,-7,-33,0.12,0.7

# The listing (from the top)
SMILES,eIF4E 4G PPI,MDM2 E3 inh,PERK inhibitor,Rad51 HR inh,TNF necrop inh,EBV gp42 inh,Calpain2 inh,Cl transport mod,L929 necroptosis
O=C(CCN1C(=O)C2(OCCO2)c2ccccc21)c1ccccc1,4,4,-0.7,7,0.6,-29,4,.,1.9
C=CCOc1ccc(CNc2nccs2)cc1OCC,-3[fluorescence artefact?],-3,0.2,4,-1.4,4,1,-0.34,0.3
O=C1/C(=C/c2ccccn2)SC(=S)N1Cc1ccccc1,6,0,1.7,14,6.2,-16,5,-0.04,1.0
FC(F)(F)c1ccc2c(c1)NCC1CCCN21 (centres undefined),7,-10,1.5,.,0.5,-13,-29,0.66,0.8
CCCCNC(=O)Nc1nnc(-c2ccc(OCC)cc2)o1,-7,-16,0.0,-1,-0.4,0,-12,0.67,0.8
CCOCCCNC(=O)C(c1ccc(OC)cc1)N(Cc1cccs1)C(=O)c1ccccn1 (centres undefined),-1,-37,0.1,-4,-1.0,-11,11,.,-0.7
C=CCn1c(SCC(=O)NC(=O)c2cccc([N+](=O)[O-])c2)nnc1-c1ccccc1,0,-22,2.1,10,1.6,-10,-12,.,0.2
Clc1ccccc1CN(Cc1ccco1)Cc1nnnn1C1CCCC1,3[fluorescence artefact?],.,0.4,-7,-0.6,7,42,-0.024,0.5
CCc1cc2c3c(c(=O)oc2cc1O)CCCC3,2,-11,0.8,10,-0.3,1,-361,0.42,-0.5
COc1ccc(N(CC(=O)Nc2ccccc2C(N)=O)S(=O)(=O)c2ccc(C)c([N+](=O)[O-])c2)cc1,-1,-19,-0.4,-1,0.6,-7,-33,0.12,0.7
Cc1[nH]n(-c2ccc([N+](=O)[O-])cc2)c(=O)c1C=NCCN1CCN(C(=O)c2ccc(Br)cc2)CC1,4,-27,-0.7,5,-1.7,-13,-36,1.1,-2.9
COc1ccc(Nc2ccc(N3C(=O)CCC3=O)cc2[N+](=O)[O-])cn1,0,-15,-0.5,.,-0.4,-8,0,0.69,0.8
O=C(CSc1ncc(-c2ccc(F)cc2)n1Cc1ccco1)Nc1ccc2c(c1)OCO2,1,-11,-0.6,.,-2.1,-12,14,-1.9,-0.4
CC1(C)NC(=O)N(CCCCOc2ccc(Cl)cc2)C1=O,0,21,-1.7,-10,0.8,-14,-8,.,-0.6
COc1ccccc1NC(=S)NC(=O)/C=C/c1ccco1,0,-11,-0.3,.,1.4,7,1,2.5,0.1
CN(C)S(=O)(=O)c1ccc(NC(=O)N2CCOCC2)cc1,-1,3,0.8,-2,0.3,-17,-3,-0.59,3.0
N#Cc1nc(Cc2cccc3ccccc23)oc1NCCCN1CCOCC1,4,-8,-0.7,-1,-0.8,-14,-12,-5.6*,-0.1
CC1(C)CC(=O)C=C(Nc2ccc(Br)cn2)C1,-3[fluorescence artefact?],-21,0.4,3,-1.6,3,27,.,-0.2
COc1ccc2nc(SCc3ccccc3C)nc(C)c2c1,3,-14,-0.1,18,1.5,-3,-15,-1.2,0.1
O=C(Cc1ccc(Cl)cc1)NCc1ccccc1Cl,0,-9,1.5,11,5.5,-12,-6,0.33,2.2
CCN(CCCNC(=O)CCCn1c(=O)[nH]c2ccccc2c1=O)c1cccc(C)c1,1,1,-0.9,-4,-6.4,2,-16,.,0.5
CCOCC(=O)Nc1c(C(=O)Nc2ccccc2OC)oc2ccccc12,1,-3,0.1,0,0.5,-25,-315,-0.13,-0.4
O=C(CSc1nnc(NC2CCCCC2)s1)Nc1ccc2c(c1)C(=O)c1ccccc1C2=O,-1,-12,1.3,14,12,-6,-144,-0.71,80*
CCN(CC)S(=O)(=O)c1cccc(C(=O)NCC(c2ccccc2)N(C)C)c1 (centres undefined),1,1,-0.1,-2,1.3,-18,-3,1.8,-0.6
O=C(CCN1C(=O)C2C3CC(C(Br)C3Br)C2C1=O)OCC(=O)c1ccccc1 (centres undefined),-1,-2,0.1,.,2.0,0,3,-0.81,0.0
COc1ccc(CCNC(=O)CCS(=O)(=O)c2ccc3c(c2)CCN3C(C)=O)cc1OC,6,-10,-0.4,.,-0.8,2,3,.,2.0
Cc1ccnc(NC(=O)c2cccs2)c1,-1[fluorescence artefact?],-3,0.9,-12,-2.0,-2,23,0.6,0.2
Cc1cc(C2=NNC(=NC3CC3)SC2)c(C)n1-c1ccccc1,-1,-81,0.4,-3,-1.1,-10,6,0.89,0.5
C(=N\n1cnnc1)/c1cccn1-c1ccccc1,2,-12,1.5,7,-0.5,-4,-8,-0.096,0.2
O=C(Nc1ccc(F)c(Cl)c1)N1CCCC1,0,-10,1.6,.,0.8,7,4,.,-1.2
O=C(NCC1CCCO1)c1ccc(NS(=O)(=O)c2ccccc2)cc1 (centres undefined),2,-1,2.0,15,0.9,-10,1,.,0.1
Cc1ccc(C(=O)N/C(=C\c2ccccc2)C(=O)NCc2cccnc2)cc1,2,3,1.2,-2,0.3,-15,14,-0.51,-0.4
Nc1nc(NCc2cccs2)nn1-c1ccccc1,.,.,0.9,-3,-0.6,.,.,-0.05,-0.2
Clc1ccc(C2CSc3c4ncnc-4ncn32)cc1 (centres undefined),6,-15,-0.3,-11,1.3,2,7,-0.085,-0.8
COc1cc2cc(CN(Cc3cccnc3)C(=O)Nc3ccccc3)c(=O)[nH]c2cc1OC,1,-2,1.2,18,-1.3,7,-91,-1,1.4
COC(=O)C1=C(C(=O)OC)[C@@H]2N(C)c3ccccc3[C@@]23C[C@@H](C(=O)OC)N(C(=O)C2CCC2)C3=N1,-1,19,.,5,3.1,-25,-20,-0.34,0.0
CN(C)/C=C(\C#N)C(=O)c1cccnc1Oc1cccc(F)c1,7,-12,0.7,-3,-2.4,-3,5,-0.0036,0.1
CCc1nn(CC(=O)Nc2ccc(Br)c(C)c2)c(=N)s1,-1,4,0.0,19,2.9,-6,-21,0.55,1.9
CC(=O)N1CC=C2C(C#N)=C(N)C(C#N)(C#N)C(C)C2C1 (centres undefined),5,-28,1.9,0,2.2,4,-11,0.35,3.1
CC1CCCCC1NC(=O)c1ccc(N2CCCC2=O)cc1 (centres undefined),2[fluorescence artefact?],-6,-0.1,0,-0.3,-20,-17,0.29,-0.1
Cc1noc(C)c1CN(C(=S)NC(C)C)c1ccccc1,-6,-10,0.8,14,0.9,-21,2,0.017,-0.1
CCC(=NCCc1ccccc1)C1=C(O)CCC1=O,-8[fluorescence artefact?],-6,0.2,.,0.7,-19,4,-0.85,-0.4
O=C1C2C(c3ccccc3)C=CC(c3ccccc3)C2C(=O)N1c1cccnc1 (centres undefined),-2,-5,1.9,0,1.7,-1,-12,-0.84,0.2
CCOC(=O)c1cc2c(=O)n3cccc(C)c3nc2n(CC(C)C)c1=NC(=O)c1ccco1,-1,1,-1.1,12,-4.1,-4,-278,-1.1,-0.4
COc1ccc(OC)c(C2SCCN2S(C)(=O)=O)c1 (centres undefined),2[fluorescence artefact?],1,0.5,0,0.3,-32,-30,.,-0.2
CCOC(=O)c1c(-c2ccccc2)csc1NC(=O)CSc1nc(N)cc(N)n1,3,-14,0.0,4,-0.3,-7,-9,-0.73,0.0
O=C(CN1C(=O)c2ccccc2C1=O)Nc1ccc(S(=O)(=O)N2CCOCC2)cc1,0,-3,0.8,24,1.6,-13,-8,0.68,1.1
c1ccc2c(c1)oc1c(Nc3ccc4c(c3)OCCO4)ncnc12,13,-33,-1.1,1,-13,-6,-100,0.004,2.9
COc1ccc(N2C(=O)CSC23CCCCC3)cc1,4,-6,0.1,-4,1.6,-3,22,-0.28,-0.2
O=C(CCCCn1c(=O)[nH]c2ccccc2c1=O)NC1CCN(Cc2ccccc2)CC1,-4,.,1.1,.,0.5,-15,-13,0.013,.
O=C(/C=C/c1ccco1)NCc1ccccn1,-2,-9,1.2,-4,0.1,-10,-38,-0.35,0.0
OCC1(CC2CCCCO2)CCN(C/C=C/c2ccccc2)CC1 (centres undefined),0,-28,-0.9,-18,1.6,-5,15,-1.1,-0.9
COCc1cc(=O)[nH]c(Sc2c(-c3ccccc3)c3ccc(Cl)cc3[nH]c2=O)n1,8,8,0.7,5,-0.2,14,-11,0.38,0.3
CC1Oc2ccccc2N(CC(=O)N(Cc2ccccc2)Cc2ccccn2)C1=O (centres undefined),-10[fluorescence artefact?],-11,-1.1,-7,-2.3,0,20,-0.4,-0.1
CC(C)(CCl)C(=O)Nc1ccnc(-c2ccncc2)n1,-1,-15,0.3,-5,1.1,6,-6,-0.087,4.1
CCOC(=O)/C(=N\Nc1ccc(Cl)cc1)Sc1nnc(-c2ccc(OC)cc2)n1C,7,.,-0.5,.,0.4,4,8,0.13,1.3
Cc1nc(C)c(CCNC(=O)c2ccccc2Br)s1,0[fluorescence artefact?],-15,1.1,8,1.4,-12,1,2.5,0.7
CC(=O)NCCN=Cc1sc2ccccc2c1O,2,-5,1.4,-2,-1.4,5,-22,.,3.9
COC(=O)c1sc(NC(=O)Cc2cccs2)nc1C,11,-28,-0.4,2,5.3,-15,6,-0.12,2.1
Cc1ccc(C(=O)N2N=C3c4ccccc4S(=O)(=O)N3[C@H]2N(C)C)cc1,-1,4,0.2,-4,-1.3,-21,-31,-0.58,0.2
CCN(CC)S(=O)(=O)c1cc(C(=O)OCC(=O)NC2CCCc3ccccc32)ccc1C (centres undefined),-5[fluorescence artefact?],-3,-0.7,-8,1.6,-15,12,-2.1,1.2

# No enrichment for hits; 3.6% or so of the library scored in one or more.
